ARNT-TACC3 inh = ARNT/TACC3 interaction disruption; Q9Y6A5; AlphaScreen His-ARNT PAS-B/GST-TACC3 binding, luminescence; TACC3 fragment carries E629A point mutation; inhibition, % at 9.99 µM; hit rate 0.66% among 390,000; AID 623870;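 active means mean inhibition of replicates at least 50% and at least half of replicates each reaching 50%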;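 further: 0% = complete ARNT plus TACC3 wells and 100% = ARNT alone without TACC3; many hits fall short of the cut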
Numbers without * were called inactive. Only part of the results is shown (hit frequency here may not be typical).

No.	smiles	ARNT-TACC3 inh
1	COc1ccc(CCCc2nnc(SCC(=O)Nc3ncc(C)s3)o2)cc1	-21
2	COc1cc2cc(C(c3nnnn3C(C)(C)C)N3CCc4ccccc4C3)c(=O)[nH]c2cc1OC (stereo not drawn)	4
3	CCOC(=O)c1[nH]c(C)c(/C=N/O)c1C	0
4	CCCCCCCCn1cc(C(C)=O)c(=O)[nH]c1=O	-6
5	COCCCNC(=O)c1c(F)c(F)c(F)c(F)c1F	-6
6	c1ccc(N(c2ccccc2)c2nc(-n3ccnc3)nc(-n3ccnc3)n2)cc1	-2
7	Cn1cc([N+](=O)[O-])c(C(=O)N/N=C/c2ccccc2)n1	-8
8	COc1ccc(S(=O)(=O)Nc2ccc(F)c(F)c2)cc1Cl	-3
9	CC(=O)NCCOc1ccc(C(=O)O)cc1	-3
10	Cn1c(=O)c2c(nc(SCCN3CCOCC3)n2Cc2ccc(F)cc2)n(C)c1=O	-10
11	O=C(CNC(=O)c1ccccn1)N/N=C/c1ccccc1	1
12	O=c1cc(C(F)(F)F)nc(-c2ccccc2)[nH]1	2
13	CC(C)(C)n1nc2c(c1NC(=O)c1cccs1)CS(=O)C2 (stereo not drawn)	-2
14	COc1ccc2c(c1)C1(Nc3ccccc3-c3nc4ccccc4n31)C(=O)N2C (stereo not drawn)	4
15	CCC(C)NC(=O)c1ccccc1NS(=O)(=O)c1ccc(OC)c(OC)c1 (stereo not drawn)	-9
16	COc1cc(Cl)c(C)cc1NC(=O)COc1ccccc1[N+](=O)[O-]	-6
17	COc1ccc2nc(Nc3ccc4c(c3)OCO4)sc2c1	-5
18	CC(=NCCN1CCOCC1)C1=C(O)c2ccccc2C1=O	-2
19	N#Cc1nc(-c2cccc3ccccc23)oc1N1CCCCC1	1
20	NNC(=O)c1cnn(Cc2ccccc2)c1N	21
21	Cc1cccc(OCC(=O)Nc2cccc(-c3nnc(-c4ccccc4)o3)c2)c1C	-18
22	COc1ccc(-c2nnn(CC(=O)N(Cc3cccs3)C(C)C(=O)NCCC(C)C)n2)cc1OC (stereo not drawn)	-9
23	Cc1ccc(C)c(CN2CCCNC2=O)c1	4
24	Cc1cccc(NC(=S)NC2CC3CCCC(C2)N3CC(C)C)c1 (stereo not drawn)	6
25	Cc1cccc(N(Cc2ccccc2F)S(C)(=O)=O)c1	-5
26	O=C1NC(c2cccs2)Nc2ccccc21 (stereo not drawn)	5
27	O=C(Nc1ccccc1O)c1cc(S(=O)(=O)N2CCOCC2)ccc1Cl	1
28	COc1ccccc1OCC(=O)N/N=C1/SCC(=O)N1Cc1ccccc1	0
29	Nc1nc(N)nc(-c2ccccc2O)n1	0
30	CCCCC1=CC2=CC(=O)C(C)(OC(=O)CC)C(=O)C2=CN1CCOC (stereo not drawn)	12
31	Nn1c(-c2ccccn2)nnc1-c1ccccn1	79*
32	Cc1cccc2cc(CN(Cc3ccco3)C(=O)c3ccncc3)c(=O)[nH]c12	2
33	C=CCOc1ccc(CNc2nccs2)cc1	-5
34	Cc1nc(SCC(=O)c2ccccc2)c(C#N)c(-c2ccco2)c1C(=O)NCc1ccco1	-3
35	CC(C)NC(=O)c1ccccc1NC(=O)/C=C/c1ccc([N+](=O)[O-])cc1	1
36	O=C(CN1/C(=C(/O)c2ccccc2)C(=O)c2ccccc2S1(=O)=O)c1ccccc1	16
37	CCC1CCCCN1C(=O)c1c(-c2ccccc2)noc1C (stereo not drawn)	-1
38	c1cc2c(cc1Nc1nc(-c3ccc4c(c3)OCO4)cs1)OCCO2	0
39	CCOc1cccc2cc(C(=O)NCc3ccccc3)c(=N)oc12	-3
40	CC(C)CC(c1nnnn1CCc1ccccc1)N1CCN(C(=O)c2ccco2)CC1 (stereo not drawn)	-2
41	CCOC(=O)c1c(-c2cccc([N+](=O)[O-])c2)csc1NC(=O)C1CCCCC1	1
42	CCC(CO)n1cnnc1-c1ccncc1 (stereo not drawn)	-4
43	Cc1csc(NC(=O)Cn2cnnn2)n1	-35
44	COc1ccc(N2CCN(C(=O)CN3C(=O)C4CC=CCC4C3=O)CC2)cc1 (stereo not drawn)	-1
45	CC1(C)CC(=O)C2=C(C1)Oc1ncn(Cc3ccco3)c(=N)c1C2c1ccccc1 (stereo not drawn)	-7
46	CN(C1=C(N2CCCCC2)C(=O)c2ccccc2C1=O)c1ccccc1	47*
47	O=C(Nc1ncn[nH]1)c1c(Cl)ccc(Cl)c1Cl	-2
48	CCOC(=O)NC(CC(=O)O)c1ccc(OC)c(OC)c1 (stereo not drawn)	-2
49	Cc1[nH]c2ccccc2c1C(=O)CSCC(=O)O	-6
50	O=C(Nc1cccc(S(=O)(=O)NC2=NCCC2)c1)c1cc(Cl)ccc1[N+](=O)[O-]	3

Going on with the list:
No.	smiles	ARNT-TACC3 inh
51	O=c1oc2ccccc2cc1C1=Nn2c(nnc2-c2cccnc2)SC1	1
52	CC(=O)c1cccc(NC(=O)N2CCCC2C(=O)Nc2cc(C)ccc2C)c1 (stereo not drawn)	0
53	O=C(c1ccco1)N1CCN(C(c2ccccc2)c2nnnn2Cc2cccs2)CC1 (stereo not drawn)	-1
54	CC(=O)Oc1cccc(N2C(=O)C3CC=C(Cl)CC3C2=O)c1 (stereo not drawn)	3
55	Cc1ccc(S(=O)(=O)N2CCN(C)CC2)c(C)c1N(C)S(=O)(=O)c1ccc(Cl)cc1	13
56	Cc1ccc(S(=O)(=O)NNC(=O)c2sccc2-n2cccc2)cc1	-3
57	CCOC(=O)c1c(NC(=O)COC)sc(C)c1C	1
58	COc1ccc(N2CCC(CNC(=O)Nc3cccc(OC)c3)C2)cc1 (stereo not drawn)	11
59	COc1ccc(OC)c(C(=O)c2ccc(C(=O)N3CCCCC3)cc2)c1	-5
60	COc1ccc(C(=O)OCC(=O)Nc2ccc(OC(F)F)cc2)c(OC)c1	-1
61	CCOC(=O)c1c(C)[nH]c(C(=O)Cn2nnc(-c3ccccc3Cl)n2)c1C	-8
62	Cc1ccccc1NC(=O)N1C2CCCC1CC(NC(=O)C(C)(C)C)C2 (stereo not drawn)	1
63	CCOC(=O)c1oc2c(O)c(O)ccc2c(=O)c1-c1nncn1-c1ccccc1	17
64	COC(=O)C1=CN(CCCN2CCCC2=O)C=C(C(=O)OC)C1c1cccs1	5
65	COC(=O)c1ccc(C(=O)OC)c(NC(=S)N2CCCCC2)c1	-3
66	C#CCOCCOCCOCCNc1nc(N2CCN(C(=O)CCCCCCCCCCNC(=O)[C@H]([C@@H](C)CC)n3cc(CCCCN=C(N)N)nn3)CC2)nc(N2CCN(C(=O)CCCCCCCCCCNC(=O)[C@H](CO)n3cc(CCCSC)nn3)CC2)n1	9
67	CCCCOc1ccc(/C(O)=C2/C(=O)C(=O)N(CCN(C)C)C2c2ccc(O)c(OC)c2)cc1 (stereo not drawn)	-4
68	COc1ccc(CCn2c(NCc3ccco3)nc3c2c(=O)[nH]c(=O)n3C)cc1	-12
69	Oc1cccc(N2Cc3ccccc3C2)c1	8
70	COC(=O)c1cccc(NC(=O)COC(=O)CSc2nc(C)cc(C)n2)c1	0
71	O=C(CN1CCN(C(=O)c2ccco2)CC1)Nc1cc(C(F)(F)F)ccc1Cl	-5
72	CC1CN(c2nc3ccccc3nc2C(C#N)C(=O)OC2CCCCC2)CC(C)O1 (stereo not drawn)	-15
73	O=C1/C(=N\S(=O)(=O)c2cccs2)C([n+]2cccc(Cc3ccccc3)c2)=C([O-])c2ccccc21	16
74	CNC(=O)C1CC(=O)N(Cc2ccc(OC)c(OC)c2)C(=Nc2ccc(OC)cc2)S1 (stereo not drawn)	-4
75	COc1ccc(C2CC(=O)c3cnc(N)nc3C2)c(OC)c1 (stereo not drawn)	-3
76	Cc1c(C2Nc3ccccc3C(=O)N2O)cnn1C (stereo not drawn)	2
77	CCN(CC)C(=O)CN1C(=O)C2(OCC(C)(c3ccccc3)CO2)c2ccccc21 (stereo not drawn)	8
78	COc1ccc(S(=O)(=O)N2CN(Cc3ccco3)c3nc4ccccc4nc32)cc1	2
79	Cc1cccc(CN2CCN(CC(=O)NCCCN3CCCC3=O)C2=O)c1	21
80	COc1cc2c(cc1OC)C1(Nc3c-2c(-c2ccccc2)nn3-c2ccccc2)C(=O)Nc2ccccc21 (stereo not drawn)	4
81	CCOc1ccc(NC(=O)C(c2ccccn2)N(C(=O)CCl)c2ccc(OCC)cc2)cc1 (stereo not drawn)	26
82	O=c1[nH]cnc2scc(-c3ccccc3)c12	-17
83	O=C(NO)C1CC2C=CC1C2 (stereo not drawn)	4
84	Cc1cc(=O)n2c(ccc3ccccc32)c1C#N	3
85	CCOc1ccc(N(C(C)C(=O)NC(C)CC)S(C)(=O)=O)cc1 (stereo not drawn)	11
86	O=C(Oc1c(Cl)cc(Cl)c2cccnc12)c1cccc([N+](=O)[O-])c1	24
87	O=C([C@H](Cc1ccccc1)NS(=O)(=O)c1ccc(Cl)cc1)N1CC[C@@]2(O)CCCC[C@H]2C1	0
88	C=CCNc1nc(N2CCOCC2)c(C#N)c2c1CN(C)CC2	5
89	O=C(Oc1c(Cl)cc(Cl)c2cccnc12)N1CCCCC1	14
90	CCOC(=O)CN1C=C(c2ccc3ccccc3n2)C(C[N+](=O)[O-])c2ccccc21 (stereo not drawn)	0
91	CN(Cc1ccccc1)C(=O)c1[nH]cnc1C(=O)N[C@@H](CCCCNC(=O)OC(C)(C)C)C(=O)OC(C)(C)C	6
92	COc1ccc2c(CSc3nc4nc(C)cc(C)n4n3)cc(=O)oc2c1	4
93	CCOC(=O)C1CCN(C(=O)COc2ccc(S(=O)(=O)NC(C)C)cc2)CC1	-1
94	COc1ccccc1Cn1nnc2c(=O)[nH]c(C3CCN(C(=O)c4ccc(C)cc4)CC3)nc21	-1
95	Cc1cc(C)cc(OCC(=O)NNC(=O)c2cc(C)[nH]n2)c1	5
96	O=C(Nc1ccc(NC(=O)C2CCCCC2)cn1)c1ccco1	2
97	CCN(CC)C(=O)CN(Cc1ccccc1)S(=O)(=O)c1ccc(F)cc1	4
98	CS(=O)(=O)c1ccc2nc(NC(=O)C3C4C=CC(C4)C3C(=O)O)sc2c1 (stereo not drawn)	-5
99	Cc1cc(C)cc(-n2c(C)cc(/C=N/NC(=O)CN(c3c(C)cccc3C)S(C)(=O)=O)c2C)c1	-2
100	O=C(CSc1nnc(-c2ccccn2)n1-c1ccccc1)Nc1ccc2c(c1)OCO2	-10

The list goes on.
No.	smiles	ARNT-TACC3 inh
101	O=C1/C(=C\c2ccc3c(c2)OCO3)CCC/C1=C/c1ccc2c(c1)OCO2	-5
102	CCOc1ccc(NC(=O)C2CC(=O)N=C(N)S2)cc1 (stereo not drawn)	1
103	O=C(COC(=O)c1n[nH]c2ccccc12)Nc1ccc(S(=O)(=O)N2CCCC2)cc1	-3
104	Cc1ccc2nsnc2c1S(=O)(=O)NC1CC1	3
105	COCc1nnc(NC(=O)c2ccc(NC(=O)C(C)C)cc2)s1	-6
106	CC[C@@H](C)[C@H](NS(=O)(=O)c1ccc(C)cc1)C(=O)N1CCC(C(=O)NCC(=O)O)CC1	-2
107	CCc1ccc2c(c1)C1(NN=C(c3cccc4ccccc34)S1)C(=O)N2 (stereo not drawn)	32
108	CCOC(=O)/C=C(\C)Nc1cc(C)nn1-c1ccccc1	-3
109	Cc1cc(-c2ccccc2)nn1-c1nc2c(c(=O)[nH]c(=O)n2C)n1C	-4
110	Cc1ccc(C(C2C(=O)CC(C)(C)CC2=O)C2C(=O)CC(C)(C)CC2=O)s1	-3
111	CS(=O)(=O)N(CC(=O)N1CCC(C(N)=O)CC1)c1ccc(Oc2ccccc2)cc1	-15
112	Cn1c(SCc2ccc(Br)cc2)nnc1-c1cccs1	-5
113	N#Cc1nc(-c2ccco2)oc1NCc1ccco1	-20
114	Cc1ccc2cc(C(c3nnnn3C3CCCC3)N3CCN(c4ccc(F)cc4)CC3)c(=O)[nH]c2c1 (stereo not drawn)	4
115	O=C(NCc1cccs1)C1CCN(S(=O)(=O)c2cccc3nsnc23)CC1	-4
116	O=C1NCC(O)=C1C=NCCCO	5
117	C=CCONC(=O)c1cc(OCC(F)(F)F)ccc1OCC(F)(F)F	-2
118	COc1ccc(CC(=O)NCc2ccccn2)cc1OC	25
119	CCC(CC)C(=O)Nc1c2cnn(-c3ccccc3)c2nc(=O)n1-c1ccccc1	-5
120	c1ccc(CCc2ccccc2-c2nc(-c3cccnc3)no2)cc1	-6
121	CCOC(=O)c1c(N)n[nH]c1-c1ccc(OC)cc1	-4
122	COc1ccc(CC(=O)Nc2cc(Cl)ccc2O)cc1	-2
123	Cc1c(O)c(CN2CCCCC2)cc2c3c(c(=O)oc12)CCC3	-1
